RGS4 inhibitor – inhibitors of human regulator of G protein signaling 4; P49798; Transcreener GDP fluorescence polarization, RGS4-accelerated GTP hydrolysis; Potency, µM (series often up to 114 µM), inactives show at the highest dose activity change, negative = inhibition, usual class: inhibitors; hit rate 0.039% among 390,000; note: potency is the fitted concentration of half-maximal effect; % is set by controls: 0 for no effect and ±100 for the full control effect; nearly all actives have a fitted effect of over 75% in size; some results filed as inactive show a strong effect at the top dose
Target sequence (P49798 whole entry, looked up): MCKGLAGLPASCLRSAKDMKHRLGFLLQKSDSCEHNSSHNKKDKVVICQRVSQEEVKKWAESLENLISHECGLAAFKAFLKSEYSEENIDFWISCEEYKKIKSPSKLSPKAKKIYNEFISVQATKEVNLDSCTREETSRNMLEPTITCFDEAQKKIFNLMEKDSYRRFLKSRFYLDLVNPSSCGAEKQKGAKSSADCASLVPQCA
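MLSMR compounds (23 nl, pin-transferred) preincubated 10 min at room temperature with a 500nM (2x) first reagent, then RGS4 at 900nM (2x) plus Transcreener GDP mix added; fluorescence polarization (620/688 nm) read before and after 90 min at 30 °C.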
Vif-APOBEC3G blk – blocks the Vif interaction with human APOBEC3G; Q9HC16; HeLa A3G-eYFP + Vif (tagged APOBEC3G with the HIV-1 protein that degrades it), YFP fluorescence, overnight; Potency, µM (doses to about 46.1 µM), for the others: at the top dose activity, negative = active, hits mostly inhibitors; hit rate 0.076% among 410,000; AID 602310;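 note: potency is the fitted concentration of half-maximal effect; % is set by controls: 0 for no effect and ±100 for the full control effect; nearly all actives have a fitted effect of over 60% in size; hits raise eYFP signal because A3G escapes Vif-driven loss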
Target sequence (Q9HC16 whole entry, looked up): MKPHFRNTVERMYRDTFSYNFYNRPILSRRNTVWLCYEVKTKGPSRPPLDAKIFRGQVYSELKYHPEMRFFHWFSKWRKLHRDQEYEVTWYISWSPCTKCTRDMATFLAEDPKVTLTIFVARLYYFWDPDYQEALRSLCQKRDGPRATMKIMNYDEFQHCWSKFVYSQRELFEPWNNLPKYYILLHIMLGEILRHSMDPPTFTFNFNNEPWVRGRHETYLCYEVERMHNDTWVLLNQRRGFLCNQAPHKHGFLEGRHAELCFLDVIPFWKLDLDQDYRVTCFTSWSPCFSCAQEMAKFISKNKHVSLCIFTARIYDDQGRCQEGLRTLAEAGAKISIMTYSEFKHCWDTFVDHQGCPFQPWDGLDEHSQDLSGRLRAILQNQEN
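Read-out is eYFP fluorescence (Ex 488/Em 500-530) from Vif-expressing HeLa A3G-eYFP cells; more signal means A3G escaped Vif-mediated degradation. Cells plated overnight, compound pinned in, incubated overnight at 37 deg C.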
LDHA inh – inhibitors of human lactate dehydrogenase A; activity change, % (values are at about 110 or 230 µM); P00338; hit rate 0.15% among 480,000; purified LDHA, NADH/diaphorase-resazurin fluorescence; stronger effect = lower value; AID 1347041; in the data active = activity change below about -30%; inconclusive = mostly about -25% to -30%;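 note: plate controls were DMSO wells for no effect and wells without enzyme for full effect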
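Resorufin fluorescence (ex540/em590), read at 0 and 20 min after diaphorase/resazurin addition, reports the NADH left after a 5 min room-temperature reaction of 2 nM human LDH5 with 0.06 mM NADH and 0.2 mM pyruvate.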
TrxR1 substrate – is turned over as a substrate by rat TrxR1 | O89049 | purified TrxR1 substrate turnover, NADPH consumption readout | Potency, µM (series often up to 114 µM), for inactives: at the top dose activity change, negative = substrate turnover | hit rate 0.01% among 390,000 | AID 588456; note: potency is the fitted concentration of half-maximal effect; % is set by controls: 0 for no effect and ±100 for the full control effect; nearly all actives have a fitted effect of over 50% in size
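Rat TrxR1, dispensed at 90 nM, was prereduced with 400 uM NADPH (final) for 5 min at ~22 deg C, then incubated with compound 15 min before 400 uM selenite. A first-read NADPH fluorescence drop versus no-compound background flagged substrates.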
mIDH1 inhibitor – inhibitors of human mutant IDH1 R132H; O75874; IDH1-R132H enzyme, NADPH consumption, diaphorase/resazurin fluorescence; Potency, µM (highest dose often 76.6 µM), for inactives: top-dose activity change, negative = inhibition, usual class: inhibitors; hit rate 0.093% among 390,000; note: potency is the fitted concentration of half-maximal effect; % is set by controls: 0 for no effect and ±100 for the full control effect; nearly all actives have a fitted effect of over 65% in size
Target sequence (O75874 whole entry R132H, stated change not applied): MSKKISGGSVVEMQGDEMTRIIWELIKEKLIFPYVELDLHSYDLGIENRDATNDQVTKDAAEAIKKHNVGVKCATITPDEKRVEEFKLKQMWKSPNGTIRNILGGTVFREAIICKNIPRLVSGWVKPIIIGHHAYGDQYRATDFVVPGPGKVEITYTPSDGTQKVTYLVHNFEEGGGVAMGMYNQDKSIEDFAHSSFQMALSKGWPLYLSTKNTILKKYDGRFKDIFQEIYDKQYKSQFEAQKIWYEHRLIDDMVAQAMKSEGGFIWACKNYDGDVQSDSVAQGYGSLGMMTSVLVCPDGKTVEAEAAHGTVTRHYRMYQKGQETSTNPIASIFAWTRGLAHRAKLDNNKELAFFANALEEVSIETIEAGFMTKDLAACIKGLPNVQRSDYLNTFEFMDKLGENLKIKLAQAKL
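IDH1-R132H (0.5 ug/mL) preincubated 30 min with compound, then NADPH (0.016 mM) and alpha-KG (2 mM) added; 80 min at RT, pH 7.5. Remaining NADPH coupled via diaphorase/resazurin to fluorescence (540/590 nm); concentration-response curves normalized to no-enzyme control.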
USP1-UAF1 inh – blocks the human USP1/UAF1 deubiquitinase complex; Potency, µM (series often up to 57.1 µM), without a hit: at the highest dose activity change, negative = inhibition, usual class: inhibitors; O94782; AID 743255; recombinant USP1/UAF1, Ub-Rhodamine cleavage fluorescence; hit rate 0.23% among 390,000; note: potency is the fitted concentration of half-maximal effect; % is set by controls: 0 for no effect and ±100 for the full control effect; nearly all actives have a fitted effect of over 60% in size; inactives centre near -12
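High-throughput fluorogenic screen: 1nM USP1/UAF1 complex, Ub-Rho substrate 150nM final, 50mM HEPES pH 7.8 with 0.5mM EDTA, 0.1 mg/ml BSA, 1mM TCEP and 0.01% Tween-20.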
Vif-APOBEC3F blk – Vif-A3F binding inhibition | Potency, µM (series often up to 46.1 µM), for the others: at the top dose activity, negative = active | HeLa A3F-eYFP + Vif (tagged APOBEC3F with the HIV-1 protein that degrades it), YFP fluorescence increase | hit rate 0.2% among 390,000; note: potency is the fitted concentration of half-maximal effect; % of control where 0% means no effect; nearly all actives have a fitted effect of over 65% in size
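Fluorescence increase (Ex 488/Em 500-530) after overnight compound treatment at 37 deg C flags inhibition of Vif-driven A3F-eYFP loss in stable HeLa A3F-eYFP/Vif cells seeded overnight beforehand.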
Glioma ERSR ind – induces the endoplasmic reticulum stress response in human glioma cells | U87-MG GRP78 promoter luciferase reporter, 16 h | Potency, µM, for inactives: top-dose activation, hits mostly activators | hit rate 0.02% among 420,000 | AID 602332; note: potency is the fitted concentration of half-maximal effect; series mostly up to about 76 µM; % of control where 0% means no effect; nearly all actives have a fitted effect of over 35% in size
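ERSR induction read as luciferase luminescence (Bright-Glo, 10 min at room temperature) in stably transfected human U87-MG glioma cells exposed to compounds for 16 h, using GRP78 as sensor.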
rTrxR1 inhibitor – blocks rat thioredoxin reductase 1. hit rate 1% among 390,000. recombinant rTrxR1, NADPH fluorescence consumption, selenite substrate. Potency, µM (top dose mostly 114 µM), for inactives: top-dose activity change, negative = inhibition, hits mostly inhibitors. O89049; note: potency is the fitted concentration of half-maximal effect; % is set by controls: 0 for no effect and ±100 for the full control effect; nearly all actives have a fitted effect of over 65% in size
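Rat TrxR1 (90 nM in the dispensed reagent) was pre-reduced with 400 uM NADPH for 5 min at room temperature, then incubated with compound for 15 min. After 400 uM selenite was added, NADPH fluorescence (Ex 340/Em 450 nm) was followed for 8 min.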
* = called active by the depositor; u = inconclusive; x = no result given; & = joins results of further samples; [ ] = dose if it differs, or a comment. Unless noted, calls come from the whole dose curve; as a rule, active = well fitted curve in the direction sought with a large enough effect; inconclusive = small, poorly fitted or top-dose-only effect, or another doubt; inactive = no such curve, though single readings can be large; an effect the other way counts as inactive or inconclusive. Not all compounds are listed; the hit share may differ from the screen's.

Structure	TrxR1 substrate	USP1-UAF1 inh	rTrxR1 inhibitor	LDHA inh	Glioma ERSR ind	RGS4 inhibitor	Vif-APOBEC3F blk	Vif-APOBEC3G blk	mIDH1 inhibitor
O=c1c2ccccc2nnn1CSc1nnnn1-c1ccc(O)cc1	-1%	-14%	-1%	5&-1	3%	-1%	7%	6%	-7%
Cc1ccc(OCC(=O)NNC(=O)c2ccc(F)c(S(=O)(=O)N3CCOCC3)c2)cc1C	x	-19%	x	0	-3%	x	0%	1%	-4%
CCOC(=O)c1oc2ccccc2c1NC(=O)Cc1cccs1	18%	-9%	11%	-7	1%	-10%	-5%	-1%	1%
Cc1cccc2nc(-c3cccc(NS(=O)(=O)c4ccccc4)c3)cn12	2%	-13%	10%	-15	x	-18%	x	x	x
COc1ccc2c(C(=O)NCc3ccc4c(c3)OCO4)c(-c3ccc(S(C)(=O)=O)cc3)sc2c1	195%[activator]	-2%	63%[activator]	-11	-2%	0%	-9%	-30%	5%
CCCC1NC(=O)c2cccnc2-n2c1nc1cc(C)cc(C)c1c2=O (stereo not drawn)	x	-2%	x	-8	-6%	x	-1%	-6%	9%
CC1(C)Cc2ccccc2C(NNC(=O)c2ccncc2)=N1	-10%	-15%	-2%	-3	-3%	-34%	x	0%	-1%
N#Cc1c(N)nc(N2CCCC2)c(C#N)c1-c1ccc(Cl)cc1	32%	-26%	-12%	-7	-3%	1%	1%	-1%	1%
COc1ccc(CO/N=C/c2c(C)[nH]c(=O)[nH]c2=O)cc1	-3%	-12%	2%[0.457 µM]	-7	-3%	-10%	0%	-1%	0%
Cc1ccc(N(C(=O)c2snc(C(N)=O)c2N)C(C(=O)NCCC(C)C)c2ccco2)cc1 (stereo not drawn)	4%	-15%	9%	-5	-2%	-11%	1%	-1%	-5%
O=C(Nc1ccccc1N1CCCC1)C1CCN(S(=O)(=O)c2ccc(F)cc2)CC1	-1%	-9%	0%	5	-3%	-35%	-6%	2%	6%
c1ccc2[nH]c(CN3CCN(c4ncnc5c4oc4ccccc45)CC3)nc2c1	-9%	-23%	8%[57.1 µM]	-2	-6%	-22%[11.4 µM]	0%	-1%	2%
COC(=O)CCCCCN1C(=O)NC(c2ccccc2)C(C(=O)OCc2ccccc2)=C1C (stereo not drawn)	-9%	2%	15%	1	3%	10%	-2%	0%	7%
Cc1nn(CC(=O)O)c(=O)c2ccccc12	-4%	-11%	-5%	u	-1%	20%	5%	0%	2%
O=C(CSc1ccc2nnc(CCNC(=O)c3ccc(F)cc3)n2n1)NCC1CCCO1 (stereo not drawn)	6%	-21%	-1%	-2	-4%	16%	-11%	0%	4%
C[C@H]1CN([C@@H](C)CO)C(=O)CCCn2nncc2CO[C@H]1CN(C)C(=O)CCC(F)(F)F	x	-2%	x	-3	-6%	x	-4%	1%	15%
OC(Cn1nnc2ccccc21)Cn1c(C(F)(F)F)nc2ccccc21 (stereo not drawn)	-6%[57.1 µM]	-20%	13%[57.1 µM]	-1	8%	-41%	0%	-1%	12%
O=C(NNC(=O)c1cc(Cl)ccc1O)c1cccc(S(=O)(=O)N2CCOCC2)c1	-15%	-7%	-16%	-1	5%	-9%	7%	-4%	4%
O=C(O)c1ccccc1CSc1ncn[nH]1	4%	-14%	8%	2	-4%	-8%	-7%	4%	9%
CCCCN(CCCC)C(=O)/C=C/c1cccc([N+](=O)[O-])c1	5%[57.1 µM]	-25%	9%[57.1 µM]	-1	-5%	u	-26%	0%	5%
COc1ccc(C(NC(=O)CN2C(=O)NC3(CCc4ccccc43)C2=O)c2ccc(OC)cc2)cc1 (stereo not drawn)	-6%	-22%	3%	-6	-3%	-12%	11%	0%	-4%
Cc1ccc(C2=CN(Cc3ccccc3)CCC2=O)cc1	0%	-14%	-19%	0	-1%	-25%	5%	-1%	11%
COCCN=C1NN=C(c2ccc(C)c([N+](=O)[O-])c2)CS1	0%	-20%	12%	1	0%	-23%[11.4 µM]	-11%	-8%	7%
CCCS(=O)(=O)N1CCCC(C(=O)NCc2ccco2)C1 (stereo not drawn)	4%[57.1 µM]	-10%	-5%[57.1 µM]	2	-4%	-19%	-3%	2%	2%
CCC(C)NC(=O)C1CC(=O)N(CCc2ccc(F)cc2)C1 (stereo not drawn)	-5%[57.1 µM]	0%	-6%[57.1 µM]	1	-2%	6%	14%	0%	-3%
CC(=O)N1CCCc2cc(S(=O)(=O)N(Cc3ccccc3)C(C)C)ccc21	2%[57.1 µM]	u	13%[57.1 µM]	-4	-4%	-27%	-5%	-4%	-10%
Cc1cc(C)c2cc(C(=O)Nc3ccc4c(c3)OCO4)[nH]c2c1	10%	-12%	25%	-6	-7%	5%	0%	0%	0%
O=C(COC(=O)c1ccc(S(=O)(=O)N2CCCC2)cc1)Nc1cccc(F)c1	-3%	-1%	16%	-3	-4%	2%	3%	2%	-7%
COC(=O)c1ccc(C2C(Oc3ccc(OC)cc3)C(=O)N2CCc2ccc(F)cc2)cc1 (stereo not drawn)	3%	-11%	15%	-5	-6%	-5%	-7%	-1%	4%
COc1ccccc1C(=O)NCC(=O)N/N=C/c1ccncc1	-8%[57.1 µM]	-9%	21%[57.1 µM]	0	-2%	-6%	0%	-4%	4%
CN(C)S(=O)(=O)c1ccc(N2CCCC2)c(C(=O)NCc2ccc(Cl)cc2)c1	-2%	-11%	4%	-4	-4%	-43%	9%	0%	0%
CC(C)(C)NC(=S)N1CCC2CC1c1c(Cl)cccc12 (stereo not drawn)	x	-19%	x	-1	-2%	x	3%	-9%	14%
O=S(=O)(c1cccc(-c2cn3cccnc3n2)c1)N1CCOCC1	x	-8%	67%[activator]	-1	-5%	-15%	1%	2%	10%
COc1ccc(-n2c(=S)[nH]c3cc(C(=O)NCc4cccnc4)ccc3c2=O)c(OC)c1	-9%	-6%	-28%	-8	-3%	-11%	-18%	1%	0%
O=c1[nH]c(CSc2nnc(Cc3ccccc3)o2)nc2ccccc12	5%[57.1 µM]	2%	14%[57.1 µM]	-5	-2%	-4%	3%	-1%	2%
CCn1c(=O)c(=O)[nH]c2cc(C(=O)NC3CCCc4ccccc43)ccc21 (stereo not drawn)	3%	-5%	1%	9	-2%	-7%	-28%	u	0%
Cc1cc(C)nc(NNC(=O)c2ccccc2O)n1	-5%	1%	7%	1	-2%	24%[56.9 µM]	5%	0%	1%
O=C(NN1C(=O)NC2(CCCCC2)C1=O)c1ccc(Cl)s1	5%	-9%	33%[activator]	-1	-2%	6%	10%	-2%	3%
CCc1nn(CCCC(=O)N2CCN(c3ccc(OC)cc3)CC2)c(=O)c2cc3occc3n12	-2%&0%	-4%&-9%	-7%&-4%	-10&-1	-4%&1%	29%&-3%	8%&7%	0%&5%	6%&5%
Cc1ccc(S(=O)(=O)Nc2cccc3cccnc23)cc1	-5%	-14%	5%	-2	-11%	10%	u	u	-4%
COc1ccc(C(=O)COC(=O)C(CC(C)C)N2C(=O)c3ccccc3C2=O)cc1 (stereo not drawn)	1%	-20%	23%	-9	-2%	14%	-4%	4%	4%
CCOC(=O)N1CCC2(CC1)C(C#N)=C(N)OC1=C2C(=O)CC(C)C1 (stereo not drawn)	2%	-21%	-12%	-4	-2%	-4%	-3%	1%	-3%
CCC(C)(C)c1nnc(NC(=O)CCC2CCCCC2)s1	3%	-9%	31%	-10	-2%	24%	7%	2%	4%

Reprinted at random: two records from the list, in no set order.
Structure	TrxR1 substrate	USP1-UAF1 inh	rTrxR1 inhibitor	LDHA inh	Glioma ERSR ind	RGS4 inhibitor	Vif-APOBEC3F blk	Vif-APOBEC3G blk	mIDH1 inhibitor
COc1ccc(C(=O)COC(=O)C(CC(C)C)N2C(=O)c3ccccc3C2=O)cc1 (stereo not drawn)	1%	-20%	23%	-9	-2%	14%	-4%	4%	4%
Cc1ccc(S(=O)(=O)Nc2cccc3cccnc23)cc1	-5%	-14%	5%	-2	-11%	10%	u	u	-4%

One compound at a time, as listed above. Screens in order: TrxR1 substrate	USP1-UAF1 inh	rTrxR1 inhibitor	LDHA inh	Glioma ERSR ind	RGS4 inhibitor	Vif-APOBEC3F blk	Vif-APOBEC3G blk	mIDH1 inhibitor
CCn1c(=O)c(=O)[nH]c2cc(C(=O)NC3CCCc4ccccc43)ccc21 (stereo not drawn) across the screens: 3%	-5%	1%	9	-2%	-7%	-28%	u	0%
CN(C)S(=O)(=O)c1ccc(N2CCCC2)c(C(=O)NCc2ccc(Cl)cc2)c1 across the screens: -2%	-11%	4%	-4	-4%	-43%	9%	0%	0%
CCOC(=O)N1CCC2(CC1)C(C#N)=C(N)OC1=C2C(=O)CC(C)C1 (stereo not drawn) across the screens: 2%	-21%	-12%	-4	-2%	-4%	-3%	1%	-3%
COc1ccc(C(=O)COC(=O)C(CC(C)C)N2C(=O)c3ccccc3C2=O)cc1 (stereo not drawn) across the screens: 1%	-20%	23%	-9	-2%	14%	-4%	4%	4%
